TAG inh – inhibitors of triacylglycerol accumulation, primary screen, cell-based, uHTS, fluorescence, H9c2. inhibition, % at 12.5 µM. H9c2 cells, Nile Red lipid (TAG) fluorescence; cells loaded with 200 µM oleic acid. AID 651582, 2012. 0.66% of 230,000 active;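 active = pattern-corrected inhibition of lipid staining of at least 50% with the nuclear-stain viability signal not falling by more than 50%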;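 note: 0% = DMSO wells and 100% = triacsin C control wells; some results filed as inactive read as strong as hits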
TAG inh DAPI viability – second read-out of TAG inh, no call of its own (marks repeat the call); DAPI nuclei signal change (viability), lower = more cytotoxic, %;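 whole-well DAPI fluorescence read on a plate reader as a viability signal; minus 50 percent equals half of cells still viable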
Active calls of the source: *. Not all compounds are listed; count on the stated rates, not on these rows.

mol	TAG inh	TAG inh DAPI viability
C=CC[C@H](CC(=O)NCCO)C(=O)NC[C@@H](OC(=O)[C@@H](CC=C)CC(=O)OC(C)(C)C)c1ccccc1	0	2
O=C(c1ccc(CSc2nc3ccncc3[nH]2)cc1)N1CCCCC1	-13	4
CCC(C)(C(=O)NC1CCCCC1)N(C(=O)c1ccccn1)c1ccc(C)cc1 (configuration not stated)	7	6
Cc1nc2nc(SCC(N)=O)[nH]c2cc1Br	-4	9
O=C(CSc1nnc(C2CC2)n1C1CC1)N1CCN(c2ccc(O)cc2)CC1	-15	5
Cc1ccc(SCC(=O)NCCCN2CCOCC2)cc1	4	-3
CC(=O)Nc1ccc(C=CC(=O)c2ccc([N+](=O)[O-])cc2)cc1	-1	5
O=C(NCCCn1ccnc1)c1cc(-c2cccnc2)nc2ccc(Br)cc12	10	-2
CCCc1nnc(NC(=O)CCC(=O)N2CCN(CCn3c(C)ccc3C)CC2)s1	-11	7
Cc1cccc(NC(=O)NCc2cccnc2)c1C	6	-2
CCC(C)(C)c1ccc(OCCCC[n+]2ccccc2)c(C(C)(C)CC)c1	52*	-11*
Cc1ccnc(NC(=O)COc2ccc3c(c2)CCC3)c1	-8	0
COc1ccccc1NC1=NC(CO)(CO)CS1	-3	-6
COc1cc(/C=C2/C(=O)ON=C2C)ccc1OCc1cccc(F)c1	5	-13
COc1cccc(C(=O)NCCC2=CCCCC2)c1	-23	3
Cc1ccc(C(=O)NCc2ccc(F)cc2)cc1NC1=NC2CS(=O)(=O)CC2S1 (configuration not stated)	-4	1
C#CCSc1nnc(CNS(=O)(=O)c2ccc(Br)cc2)n1C	9	-1
COc1ccc(N2CCN(CCNC(=O)c3ccc(NC(=O)C4CCCO4)cc3)CC2)cc1 (configuration not stated)	29	-3
COc1ccc(OCC(=O)Nc2nonc2NC(=O)COc2ccc(OC)cc2)cc1	4	2
O=C1NN(c2ccccc2)C(=O)C1=Cc1ccccc1O	6	-6
O=C(O)c1cccc(Cn2c(Cl)c(/C=N/NC(=O)c3ccccc3Cl)sc2=O)c1	-10	7
CN(C)CCCOC(=O)C1c2ccccc2Oc2ccccc21	15	-2
CSc1ncc(Cl)c(C(=O)Nc2ccc(NC(C)=O)cc2)n1	5	-4
CCc1cccc(CC)c1NC(=O)CO/N=C(\N)CC(=O)NC1CCCCC1	-4	-9
COC(=O)C(=N/Nc1ccccc1C(=O)OC)/C(C)=N/O	11	-2
CC(C)CNC(=O)/C=C/C(=O)O	1	-2
Cc1ccc(-c2noc(CN3CCCCC3)n2)cc1	7	-7
Cc1cc(C(N)=O)nn1-c1c(Cl)cc(Cl)cc1Cl	-7	0
COc1cc(C(c2sc3nc(C)nn3c2O)N2CCC3(CC2)OCCO3)cc(OC)c1OC (configuration not stated)	7	0
O=C(CCN1CCN(S(=O)(=O)c2ccc(Cl)cc2)CC1)Nc1ccccc1F	-4	1
Cc1ccc(N2CCN(C(=O)c3ccccc3F)CC2)c(C)c1	-9	-13
COc1ccc(Cc2noc(CN3CCC(c4ccncc4)CC3)n2)cc1OC	-14	-8
COc1ccc(NC(=S)Nn2cnnc2)c(OC)c1	-5	-5
Cc1ccc(NC(=O)CNC(=O)c2ccc(OC(F)F)cc2)cc1S(=O)(=O)N1CCCCCC1	-5	-6
O=C(O)/C=C/C(=O)Nc1ccc(C(=O)c2ccccc2)cc1	13	19
COCCN(C(=S)Nc1cccc(OC)c1)C1CCN(C(C)C)CC1	1	0
Cc1cc(NS(=O)(=O)c2ccccc2)no1	7	5
COC(=O)C1=C(C)NC(=O)NC1c1ccc(OC(=O)c2ccco2)cc1 (configuration not stated)	-5	12
CCOc1ccccc1NC(=O)C(c1ccccc1)N1CCN(CC(=O)N2CCOCC2)CC1 (configuration not stated)	-17	-8
Cc1ccc(NS(=O)(=O)c2ccc(C(=O)OCC(=O)Nc3cc(C)on3)cc2)cc1	-14	13
O=C(Cc1ccc(Br)cc1)OCC(=O)N1CCOCC1	0	-6
COc1ccc(CCN2CCC(Nc3nc4ccccc4n3Cc3ccc(F)cc3)CC2)cc1	45	11
CCN1C[C@@H]2[C@@H]3C(=O)N(Cc4ccccc4)C(=O)[C@@H]3[C@](C)(C(=O)OC)N2C1=NC1CCCCC1	4	3
O=S(=O)(Cc1cc(N2CCOCC2)nc(-c2ccccn2)n1)c1ccccc1	2	-12
CCCc1nc(SCC(=O)c2ccc(F)cc2)c2ccccc2n1	-4	-16
CC(=O)N1CCN(c2ccc(NC(=S)NC(=O)c3ccc(C)c([N+](=O)[O-])c3)cc2)CC1	9	-14
Cc1ccc(CNC(=O)C2(C)CCN2C(=O)Cc2ccc(C(C)(C)C)cc2)cc1 (configuration not stated)	-9	-1
Clc1ccc(Oc2nc3c(Cl)cccc3s2)cc1Cl	1	9
Cc1nc2ccc(NC(=O)c3cccc(S(=O)(=O)N4CC(C)OC(C)C4)c3)cc2s1 (configuration not stated)	-7	-4
CCOC(=O)Cn1ncc2c(=O)oc3ccccc3c21	-12	2
CNC(=O)C[C@H]1C(=O)N(Cc2ccccc2)C[C@@H]1Cc1ccccc1	3	-14
CC(=O)Nc1ccc(NC(=O)C(C)OC(=O)C2(c3ccccc3F)CCCC2)cc1 (configuration not stated)	-20	2
Cn1cccc1C(=O)OCC(=O)N1CCc2ccccc2C1	-4	3
NC(=O)NC(=O)COC(=O)CCCCCNS(=O)(=O)c1ccc2c(c1)OCCO2	-4	-2
O=C(OCc1ccccc1C(F)(F)F)c1cc([N+](=O)[O-])ccc1N1CCOCC1	13	0
Cc1ccc(C(=O)NNC(=O)c2ccc3ncccc3c2)cc1	8	-10
O=C(Cc1ccc(NC(=O)C2CCCN(C(=O)C3CCCC3)C2)cc1)Nc1cccc(C(=O)N2CCCC2)c1 (configuration not stated)	5	-10
CCN(C(=O)CSc1nc2ccccc2c(=O)n1CCOC)C1CCS(=O)(=O)C1 (configuration not stated)	19	-13
CC(C)n1nnnc1SCC(=O)NCc1ccco1	-9	9
c1ccc(-c2noc(-c3ccco3)n2)nc1	5	3

New compounds follow
mol	TAG inh	TAG inh DAPI viability
O=C(Cn1ccccc1=S)c1ccc(Cl)c(Cl)c1	11	-2
COC(=O)[C@H]1C[C@H](OC(=O)NCc2ccco2)[C@@]2(O)CN(S(=O)(=O)c3ccc(C)cc3)CC2[C@H]1C(=O)OC (some centres not stated)	14	-6
CCc1ccc2[nH]c(=O)c(CN(CCN(CC)CC)C(=O)Nc3ccccc3OC)cc2c1	26	-2
CN(/N=C/c1ccncc1)c1cnc2ccccc2n1	-10	14
O=C(Cn1c(=O)cnc2ccccc21)NC1CCC(O)CC1 (configuration not stated)	9	0
CCN1CCS/C1=C\C=C\C1=[N+](CC)CCS1	11	-43
CCCCc1nc2cc(C(=O)NCCc3c(C)n[nH]c3C)ccc2o1	13	-9
Cc1cccc(NC(=O)COC(=O)c2ccc3c(c2)OCO3)c1C	-5	-3
O=C(NN=Cc1cc(=O)[nH]c(=O)[nH]1)c1ccncc1	-7	2
CCc1noc(C)c1C(=O)OC(C)C(=O)Nc1ccc2c(c1)OCO2 (configuration not stated)	13	-4
C=CCNC(=O)NC(=O)COC(=O)C(C)Oc1ccc(Cl)cc1Cl (configuration not stated)	2	0
COCC(C)NS(=O)(=O)c1ccccc1 (configuration not stated)	3	6
CCOc1ccc(OCc2nnc(SCC(=O)NC3CCS(=O)(=O)C3)n2-c2ccc(Cl)cc2)cc1 (configuration not stated)	4	-1
CCOc1ccc(C(=O)NC2CCN(S(=O)(=O)CC)CC2)cc1	-24	7
Cc1ccc(NC(=O)CSCC(=O)Nc2ccc(S(=O)(=O)N3CCOCC3)cc2)cc1	-2	14
C[C@H]1CN([C@@H](C)CO)C(=O)CCCn2cc(nn2)CO[C@@H]1CN(C)S(=O)(=O)c1ccc2c(c1)OCCCO2	-10	2
COc1ccc(C=NNC(=O)c2cc(C)oc2C)cc1O	14	-30
O=[N+]([O-])c1ccc(-c2c(-c3ccccc3)ncc3cc(F)ccc23)cc1	-17	0
O=C1/C(=C/c2ccc(O)c(O)c2)SC(=S)N1Nc1ccccc1	-10	-6
CCN(CC(=O)NCc1cccs1)C(=O)C1CC(=O)N(c2ccc(OC)cc2OC)C1 (configuration not stated)	10	2

Some of the entries above, reformatted.
Results follow in this order: TAG inh | TAG inh DAPI viability
CCc1ccc2[nH]c(=O)c(CN(CCN(CC)CC)C(=O)Nc3ccccc3OC)cc2c1
    26 | -2
CCCCc1nc2cc(C(=O)NCCc3c(C)n[nH]c3C)ccc2o1
    13 | -9
CCN(CC(=O)NCc1cccs1)C(=O)C1CC(=O)N(c2ccc(OC)cc2OC)C1 (configuration not stated)
    10 | 2

Later entries.
mol	TAG inh	TAG inh DAPI viability
O=C(COC(=O)CN1C(=O)c2ccccc2C1=O)Nc1ncc(Cl)cc1Cl	-3	13
O=C(Nc1ccccc1)c1ccc(Cn2cc(C(F)(F)F)ccc2=O)cc1	-3	-1
CSc1nc(N)c2c(n1)OC(N)=C(C#N)C2c1cccnc1 (configuration not stated)	-13	9
CC(C)(C)NC(=O)C(c1ccco1)N(C(=O)c1csnn1)c1ccccc1 (configuration not stated)	-12	2
Cc1ccc(C)c(S(=O)(=O)N2CCCC2CNC(=O)C(=O)NCc2ccccc2)c1 (configuration not stated)	6	-11
CC(=O)N1N=C(c2ccc(C)cc2)OC1c1ccc(Br)cc1 (configuration not stated)	22	-1
COc1ccc(Br)cc1C1NC(=O)c2c(sc3c2CCN(C)C3)N1 (configuration not stated)	-31	0
O=C(O)c1ccc(-c2nnc(-c3ccc([N+](=O)[O-])cc3)o2)cc1	16	-1
O=C(CN1C(=O)NC(CCc2ccccc2)C1=O)N1CCCCCC1 (configuration not stated)	9	7
COc1ccc2c(c1)c(C(=O)O)c(C)n2CCc1ccc(OC)c(OC)c1	-6	-3
CCc1nnc(NC(=O)C2CC(=O)N(C3CCCCC3)C2)s1 (configuration not stated)	7	-3
Cc1onc(-c2ccccc2)c1C(=O)Nc1ccc(S(=O)(=O)NC(C)(C)C)cc1	-2	-10
CCOC(=O)c1cccc(NC(=O)C2CCCN2S(=O)(=O)c2cccc3cccnc23)c1 (configuration not stated)	11	-4
O=S(=O)(c1ccc(Cl)cc1)N1CCSC1c1ccco1 (configuration not stated)	-32	12

Entries from the list above with fluorine, in the order listed:
mol	TAG inh	TAG inh DAPI viability
COc1cc(/C=C2/C(=O)ON=C2C)ccc1OCc1cccc(F)c1	5	-13
Cc1ccc(C(=O)NCc2ccc(F)cc2)cc1NC1=NC2CS(=O)(=O)CC2S1 (configuration not stated)	-4	1
O=C(CCN1CCN(S(=O)(=O)c2ccc(Cl)cc2)CC1)Nc1ccccc1F	-4	1
Cc1ccc(N2CCN(C(=O)c3ccccc3F)CC2)c(C)c1	-9	-13
Cc1ccc(NC(=O)CNC(=O)c2ccc(OC(F)F)cc2)cc1S(=O)(=O)N1CCCCCC1	-5	-6
COc1ccc(CCN2CCC(Nc3nc4ccccc4n3Cc3ccc(F)cc3)CC2)cc1	45	11
CCCc1nc(SCC(=O)c2ccc(F)cc2)c2ccccc2n1	-4	-16
CC(=O)Nc1ccc(NC(=O)C(C)OC(=O)C2(c3ccccc3F)CCCC2)cc1 (configuration not stated)	-20	2
O=C(OCc1ccccc1C(F)(F)F)c1cc([N+](=O)[O-])ccc1N1CCOCC1	13	0
O=[N+]([O-])c1ccc(-c2c(-c3ccccc3)ncc3cc(F)ccc23)cc1	-17	0
O=C(Nc1ccccc1)c1ccc(Cn2cc(C(F)(F)F)ccc2=O)cc1	-3	-1

Compound activity deposited in PubChem by Sanford-Burnham Center for Chemical Genomics.
